Screening results (PubChem BioAssay)
ATXN2 expr inh: Primary qHTS for Inhibitors of ATXN expression. HEK-293 ATXN2-luciferase reporter, luminescence, 24 h. Potency, µM (titrated, usually from 57 µM), inactives show at the top dose activity change, negative = inhibition, usual class: inhibitors. 360,000 compounds, 0.72% hits. AID 1745845, 2022; also: nearly all actives have a fitted effect of over 55% in size
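qHTS (up to 57 uM final) was run with 24 h compound exposure of reporter cells at 37 °C. Each well was multiplexed: SteadyGlo luminescence measured ATXN2-luciferase expression after a fluorogenic Gly-Phe-AFC viability readout (25 uM final).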
KB-3-1 cytotox: qHTS assay for MDR1-selective chemotherapeutics: Primary screen using the parental adenocarcinoma cell KB-3-1 | 400,000 compounds, 1.4% hits | Potency, µM (series often up to 46.1 µM), for the others: at the highest dose activity change, negative = cytotoxic, most hits filed as cytotoxic | KB-3-1 viability, CellTiter-Glo ATP luminescence, 72 h; also: nearly all actives have a fitted effect of over 60% in size
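Using CellTiter-Glo luminescence, growth of non-resistant KB-3-1 adenocarcinoma cells is assessed 72 h after pin-tool compound addition at 37 °C. Normalized responses across the concentration series yield fitted curves.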
KB-V1 cytotox: qHTS assay for MDR1-selective chemotherapeutics: Primary screen using the drug-selected MDR subline cells KB-V1. KB-V1 MDR cells viability, CellTiter-Glo, 72 h. Potency, µM (highest dose often 46.1 µM), for inactives: top-dose activity change, negative = cytotoxicity, hits mostly cytotoxic. 400,000 compounds, 3.4% hits. AID 1347076, 2019; also: nearly all actives have a fitted effect of over 60% in size
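Compound-treated KB-V1 multidrug-resistant cells, 72 h, 37 degrees C; viability by CellTiter-Glo. Fitted qHTS curves give the values.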
* marks the source's active call; other numbers are inactive results; ? = inconclusive; [ ] = another dose, or the depositor's remark. Calls follow the shape of the dose curve; as a rule, active = well fitted curve in the direction sought with a large enough effect; inconclusive = small, poorly fitted or top-dose-only effect, or another doubt; inactive = no such curve, though single readings can be large; an effect the other way counts as inactive or inconclusive. % is scaled to controls: 0 for no effect and ±100 for the full control effect; potency is read from the fitted curve at half-maximal effect. These rows are one share of the data (hit frequency here may not be typical).

SMILES	ATXN2 expr inh	KB-3-1 cytotox	KB-V1 cytotox
O=C1CC(c2nnc(Cc3ccccc3Cl)o2)CN1c1ccccc1 (stereo not given)	3%	6%	3%
Cc1cc(NC(=O)CSc2nc(-c3ccccc3F)nc3c2c(=O)n(C)c(=O)n3C)no1	-5%	4%	2%
Cc1cccc(NC(=O)CCc2c(C)nc3nc(CNC(=O)c4cccc(F)c4)nn3c2C)c1	-22%	-6%	0%
CCS(=O)(=O)c1ncc(N(Cc2ccccc2)Cc2ccco2)c(C(=O)Nc2ccccc2C)n1	2%	9%	4%
O=S(=O)(NCc1ccccc1Cl)c1ccc(-c2cnc(C3CC3)o2)cc1	?	?	?
COC(=O)c1sccc1S(=O)(=O)N1CCN(c2cc(Cl)ccc2C)CC1	-17%	-5%	0%
Cc1ccc(-n2cnnn2)cc1S(N)(=O)=O	13%	4%	?
O=C(NCC(c1cccs1)S(=O)(=O)c1cccs1)c1cccc(F)c1 (stereo not given)	-7%	-7%	-25%
COc1ccc(NC(=O)C(C)N(c2ccccc2)S(C)(=O)=O)cc1 (stereo not given)	-4%	2%	-6%
O=C(COc1ccccc1)Nc1ccc(C(=O)OCc2cc(=O)n3nc(C4CC4)sc3n2)cc1	12%	-2%	?
CCOc1ccc(CNC(=O)C2CCN(c3nc4ccccc4nc3C(F)(F)F)CC2)cc1OC	-13%	-1%	28%
CCOC(=O)c1c(C)[nH]c(C)c1S(=O)(=O)NCC(=O)NCc1ccccc1C	-3%	-2%	0%
Cc1cccc(OC(=O)c2snnc2C)c1	-7%	3%	-5%
CCc1c(C)sc2c1CCN(C(=O)Nc1ccccc1Cl)C2c1ccc(OC)cc1 (stereo not given)	-26%	-6%	7%
CCN(CC)C(=O)c1sc2c(c1C)c(=O)n(-c1ccc(OC)cc1OC)c(=O)n2CC(=O)c1ccc(Cl)cc1	-2%	6%	-8%
CCOC(=O)c1c(S(=O)(=O)N2CCCC(C(=O)Nc3cccc(Cl)c3)C2)c(C)n(C)c1C (stereo not given)	0%	-1%	?
Cc1ccc(CN2COc3ccc4c(-c5ccccc5)cc(=O)oc4c3C2)cc1	5%	-19%	0%
CCS(=O)(=O)c1c(S(=O)(=O)CC)c2cc(C(C)(C)C)ccn2c1C(=O)c1ccc(F)cc1	-2%	-4%	-18%
CC(C)Oc1ccc(CNC(=O)c2ccc(CN3CC(=O)N4CCCCC4C3=O)cc2)cc1 (stereo not given)	1%	6%	0%
Cc1ccccc1CNC(=O)C(=O)NCC(c1cccs1)S(=O)(=O)c1ccc(Cl)cc1 (stereo not given)	-9%	?	-22%

Next part; it opens with the 3 that closed the last part.
SMILES	ATXN2 expr inh	KB-3-1 cytotox	KB-V1 cytotox
CCS(=O)(=O)c1c(S(=O)(=O)CC)c2cc(C(C)(C)C)ccn2c1C(=O)c1ccc(F)cc1	-2%	-4%	-18%
CC(C)Oc1ccc(CNC(=O)c2ccc(CN3CC(=O)N4CCCCC4C3=O)cc2)cc1 (stereo not given)	1%	6%	0%
Cc1ccccc1CNC(=O)C(=O)NCC(c1cccs1)S(=O)(=O)c1ccc(Cl)cc1 (stereo not given)	-9%	?	-22%
O=C(NC1CCCCC1)c1cc(Nc2ccccc2)nc2ccccc12	2%	1%	14%
Cc1ccccc1C(=O)Nc1ccc2nc(SCC(=O)N(C)c3ccccc3)sc2c1	0%	-22%	-16%
Cc1cccc(N(C)S(=O)(=O)c2cc3[nH]c(=O)c(=O)[nH]c3cc2C)c1	13%	?	?
O=C(Nc1ccc2nc3n(c(=O)c2c1)CCCCC3)C(=O)Nc1ccccc1F	5%	-5%	-6%
COC(=O)c1cc2oc3ccccc3c2n1CC(=O)Nc1cc(OC)cc(OC)c1	-12%	3%	4%
Cc1cccc(-n2c3nc(=O)n(C)c(=O)c-3cc3ccc(Cl)cc32)c1C	3%	3%	2%
COc1cccc(CNC(=O)C2CCCN(S(=O)(=O)c3ccc4c(ccn4C)c3)C2)c1OC (stereo not given)	-15%	8%	0%
CN(CC(=O)NCc1ccccc1)S(=O)(=O)c1ccc2[nH]c3c(c2c1)CCCC3	?	-10%	?
Cn1nc(-c2ccccc2F)c2cc(C(=O)NCCc3ccc(Cl)cc3)sc21	?	-3%	?
CCc1cccc(OCC(=O)Nc2ccc(S(=O)(=O)Nc3cc(C)nc(C)n3)cc2)c1	-4%	-1%	0%
Cc1cccc(Cn2c(=O)n3nc(-c4ccccc4)nc3c3ccccc32)c1	0%	0%	?
Cc1cc(OC(=O)c2cc(-c3ccc4c(c3)OCCO4)on2)ccc1Cl	2%	3%	27%
CCc1cccc(C)c1NC(=O)C(CC)n1nc(C)c2c(C)n(-c3ccccc3)nc2c1=O (stereo not given)	-12%	4%	-1%
COc1ccc(-c2noc(N3CCC(C(=O)N(C)c4cc(Cl)ccc4OC)CC3)n2)cc1	?	-16%	6%
CCCCCn1c(=N)c(S(=O)(=O)c2ccccc2)cc2c(=O)n3cccc(C)c3nc21	-7%	18%	-16%
CCOC(=O)c1cccc(Nc2nc(C(=O)OCC)nc3ccccc23)c1	?	-1%	?
Cc1cc(C)cc(NC(=O)CSc2cc(C)[nH]c(=O)n2)c1	4%	-5%	34%
NC(=O)CSc1nc2c(oc3ccccc32)c(=O)n1Cc1ccccc1	0%	1%	16%
COCc1cc(C)nc2c1C(=O)NC(c1ccc(NC(C)=O)cc1)N2Cc1ccccc1 (stereo not given)	8%	26%	-26%
COc1ccc2c(c1)c1c(c(=O)n(-c3ccccc3)c(=O)n1CC(=O)NCc1ccc(C)cc1)n2C	12%	6%	0%
CCN1C(=O)c2ccccc2S(=O)c2ccc(C(=O)N3CCN(c4cccc(C)c4)C(C)C3)cc21 (stereo not given)	-18%	18µM*	5%
O=C(Cn1c(SCc2cccc(F)c2)nc2ccncc21)Nc1ccc(Cl)cc1F	-18%	7%	29%
Cc1cccc(C)c1NC(=O)N1CCC(C(N)=O)(N2CCCCC2)CC1	12%	5%	?
CN1C(C(=O)c2ccccc2)=C(OC(=O)c2ccc(Br)cc2)c2ccccc2S1(=O)=O	-15%	-21%	-18%
Cc1ccc(NC(=O)Cn2c(=O)n(Cc3ccc4c(c3)OCO4)c(=O)c3ccccc32)c(C)c1	6%	3%	?
O=C(c1cc2cc3ccc(Cl)cc3nc2o1)N1CCN(c2cccc(Cl)c2)CC1	5%	1%	?
CCn1c(CNC(=O)C23CC4CC(CC(C4)C2)C3)nnc1SCC(=O)Nc1ccccc1	1%	-3%	-6%
Cn1c(=O)cc(OCC(=O)N2CCN(c3ccc(F)cc3)CC2)c2ccccc21	8%	7%	?
COc1ccc(CNC(=O)CSc2nc(-c3ccc(OC)cc3)cc(C(F)(F)F)n2)cc1	-6%	1%	0%
O=C(NCCc1ccc(Cl)cc1)c1ccc2c(c1)N(Cc1c(F)cccc1Cl)C(=O)CS2	-15%	3%	-6%
CCOc1ccc(NC(=O)c2ccc3c(SCC(=O)O)c4c(nc3c2)CCC4)cc1	8%	12%	0%
CCOc1ccc(-c2nn(CC(=O)NC3CCCC3)c3c2cnc2ccc(C)cc23)cc1	0%	14%	25%
Cc1cc(OCCn2c(C3CC(=O)N(Cc4ccc(F)cc4)C3)nc3ccccc32)ccc1Cl (stereo not given)	?	-9%	1%
Cc1ccc(N(C)S(=O)(=O)c2ccc3[nH]c(=O)ccc3c2)cc1	13%	15%	16%
COc1cccc(NC(=O)Cn2c(=O)n(CCC(=O)NCCc3ccc(Cl)cc3)c(=O)c3ccccc32)c1	9%	-2%	-2%
COc1ccc(-c2noc(CCC(=O)NCc3ccc(OC)cc3OC)n2)cc1	-6%	-19%	-28%
Cc1ccc(C)c(NC(=O)Cn2c(=O)n(Cc3ccc4c(c3)OCO4)c(=O)c3ccc(C(=O)NC4CCCCC4)cc32)c1	1%	-2%	19%
CCN1C(=O)C2(c3ccccc31)c1c(oc3ccc(C)cc3c1=O)C(=O)N2CCCOC(C)C (stereo not given)	9%	2%	21%
COc1cccc2c1Oc1nc(-c3ccccc3)nc(SCC(=O)Nc3ccccc3)c1C2	3%	2%	4%
CCOc1ccccc1NC(=O)c1cnn2c(C(F)F)cc(-c3ccccc3)nc12	12%	18µM*	-49%

Looked up by structure from the entries so far (two):
SMILES	ATXN2 expr inh	KB-3-1 cytotox	KB-V1 cytotox
COc1ccc(CNC(=O)CSc2nc(-c3ccc(OC)cc3)cc(C(F)(F)F)n2)cc1	-6%	1%	0%
Cc1ccc(NC(=O)Cn2c(=O)n(Cc3ccc4c(c3)OCO4)c(=O)c3ccccc32)c(C)c1	6%	3%	?

Further compounds
SMILES	ATXN2 expr inh	KB-3-1 cytotox	KB-V1 cytotox
CCCOC(=O)CSc1ncnc2sc3c(c12)CCC(C)C3 (stereo not given)	12%	27%	?
O=C(Cn1cc2c(n1)CCCC2)Nc1cc(C(F)(F)F)ccc1Cl	-11%	4%	-18%
COCCCNc1nc(NCc2cccc(Cl)c2)c2cnn(C)c2n1	?	?	?
COC(=O)c1nnn(-c2ccc(Br)cc2)c1C(=O)OC	-8%	6%	2%
Cc1ccc(C(=O)c2cn(Cc3ccccc3)c3ccccc3c2=O)cc1	-27%	1%	-11%
O=C(COc1ccccc1F)Nc1nnc(S(=O)(=O)N2CCCCCC2)s1	-6%	-4%	13%
CC(=O)c1ccc(N2CCN(C(=O)CCc3nnc4n(C)c(=O)c5sccc5n34)CC2)cc1	-4%	7%	?
Cc1noc2ncnc(N3CCCC(C(=O)NC(C)C)C3)c12 (stereo not given)	9%	-4%	-3%
Cc1ccc(S(=O)(=O)NCCc2csc(-c3ccc(Cl)cc3)n2)cc1	?	?	-9%
CC(C)CN1CCN(C(=O)COC(=O)c2ccc(S(C)(=O)=O)c([N+](=O)[O-])c2)CC1	-27%	-17%	-5%
O=c1c2oc3ccccc3c2n(Cc2ccccc2Cl)c(=O)n1Cc1ccco1	-2%	1%	0%
Cc1cccc(C)c1OCc1cc(=O)n2c(-c3ccccc3)csc2n1	-9%	6%	-13%
Cc1cc2c(cc1S(=O)(=O)N(C)CC(=O)Nc1cccc(C#N)c1)OCC(=O)N2	10%	-19%	6%
COc1cc(C(=O)OCc2cc(=O)n3nc(C4CCCCC4)sc3n2)cc(OC)c1OC	8%	4%	10%
COc1cccc(-n2cc(C(=O)NCc3ccccc3OC)c3ccccc3c2=O)c1	-11%	5%	0%
CCOC(=O)c1ccccc1NC(=O)N1CCC(CN2CCCCC2)CC1	-6%	0%	6%
O=C(NCc1cccc(Br)c1)c1cccn1-c1nnc(N2CCCCC2)s1	?	-2%	-25%
O=C(NCCSc1c[nH]c2ccccc12)c1ccccc1Cl	-17%	2%	?
Cc1nc2c(-c3ccccc3)c(C)nn2c(C)c1CCC(=O)NC(C)c1ccccc1 (stereo not given)	-15%	-16%	4%
Cc1ccc(NC(=O)C(=O)NCCc2sc(-c3ccc(Cl)cc3)nc2C)cc1C	31%[activator]	8%	12%

As entered above:
KB-V1 cytotox result of COc1ccc(-c2noc(CCC(=O)NCc3ccc(OC)cc3OC)n2)cc1 is entered as -28%
ATXN2 expr inh result of Cc1cccc(N(C)S(=O)(=O)c2cc3[nH]c(=O)c(=O)[nH]c3cc2C)c1 is entered as 13%
KB-3-1 cytotox result of O=C(Cn1cc2c(n1)CCCC2)Nc1cc(C(F)(F)F)ccc1Cl is entered as 4%
KB-V1 cytotox result of CCn1c(CNC(=O)C23CC4CC(CC(C4)C2)C3)nnc1SCC(=O)Nc1ccccc1 is entered as -6%

An excerpt from above in order of molecular weight, lowest first.
SMILES	ATXN2 expr inh	KB-3-1 cytotox	KB-V1 cytotox
Cc1cccc(-n2c3nc(=O)n(C)c(=O)c-3cc3ccc(Cl)cc32)c1C	3%	3%	2%
COc1ccc(-c2noc(CCC(=O)NCc3ccc(OC)cc3OC)n2)cc1	-6%	-19%	-28%
O=c1c2oc3ccccc3c2n(Cc2ccccc2Cl)c(=O)n1Cc1ccco1	-2%	1%	0%
CCOC(=O)c1c(S(=O)(=O)N2CCCC(C(=O)Nc3cccc(Cl)c3)C2)c(C)n(C)c1C (stereo not given)	0%	-1%	?

More records:
SMILES	ATXN2 expr inh	KB-3-1 cytotox	KB-V1 cytotox
COc1ccc(-c2nnc(SCc3cccc(Cl)c3)o2)cc1	13%	11%	-18%
CCC1=Nc2cc(C(=O)NCCCOC(C)C)ccc2Sc2ccc(C)cc21	-6%	?	?
Cc1ccc(C)c(NC(=O)c2cc(=O)c3cc(C)cc(C)c3o2)c1	0%	34%	8%
COc1ccc(/C=C/C(=O)Nc2ccc(Cl)c(Cl)c2)cc1OC	?	-14%	?
